# Screening results as filed in PubChem BioAssay.
# A340 absorber: compounds absorbing at 340 nm; compound absorbance at 340 nm, fold over control; fold change at 10 µM; 65,000 tested, under 10 active; AID 708;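 active = at 10 µM dose, initial 340 nm absorbance at least 2 fold that of control wells; inactive = change under 2 fold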;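 also: initial absorbance extrapolated from kinetic A340 decline of NADH oxidation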
# HER2 expr 66K: Her2 kinase expression inhibition | SKBR-3 HER2 protein level, AlphaScreen, 18-24 h; active compounds read low | HER2 level % of control, % at 10 µM | 0.69% of 65,000 active | AID 645;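 active = HER2 level under 5% of the carrier-only control; inconclusive = no clear call, values can overlap the other calls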;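 also: 100% = DMSO carrier and 0% = 500 nM PU-H71 HSP90 inhibitor; lower value means stronger loss of Her2 protein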
# JNK3 blocker: JNK3 (human) kinase inhibition; P53779; purified JNK3 kinase activity, HTS; inhibition, % at 8 µM; 0.61% of 60,000 active; in the data active = inhibition above about 17%;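 also: 0% = DMSO and 100% = reference inhibitor; many of its hits are not listed in these tables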
# Target sequence (P53779 whole entry, looked up): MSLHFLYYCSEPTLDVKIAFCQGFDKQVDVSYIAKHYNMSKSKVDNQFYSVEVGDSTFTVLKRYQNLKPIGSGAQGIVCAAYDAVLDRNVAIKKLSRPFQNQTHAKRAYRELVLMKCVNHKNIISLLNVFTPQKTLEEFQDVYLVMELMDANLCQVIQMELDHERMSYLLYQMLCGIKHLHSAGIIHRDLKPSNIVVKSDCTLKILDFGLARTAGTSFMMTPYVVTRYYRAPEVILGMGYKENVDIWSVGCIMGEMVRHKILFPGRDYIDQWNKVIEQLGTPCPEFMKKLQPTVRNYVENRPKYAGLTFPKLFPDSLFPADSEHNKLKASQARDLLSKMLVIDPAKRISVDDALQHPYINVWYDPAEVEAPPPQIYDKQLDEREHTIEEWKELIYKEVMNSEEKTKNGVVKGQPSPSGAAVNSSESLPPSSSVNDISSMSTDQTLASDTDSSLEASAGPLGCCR
# Autofluor 339: intrinsic fluorescence of library compounds, ex339/em460 – biochemical, MLSMR library, data from DPM-DC assay, artefact control, profiling panel. compound autofluorescence, ex339/em460 nm, NADH buffer; active compounds read high; 1 = no-compound wells, NADH background. fluorescence fold increase at 10 µM. 5.5% of 65,000 active;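 active = at 10 µM, mean starting fluorescence two-fold or more over control wells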;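 also: signal is the first read of a kinetic run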
# PKA inh: blocks human protein kinase A activity; P17612; PKA Kemptide phosphorylation, Kinase-Glo ATP luminescence; inhibition, % at 6 µM; 0.1% of 65,000 active;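 active = inhibition above the screen-wide mean inhibition plus 3 SD, cut at about 21% in these data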; also: many of its hits are not listed in these tables
# DUSP1 inh: inhibitors of human MKP-1 phosphatase | recombinant MKP-1, OMFP hydrolysis fluorescence | inhibition, %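 (compounds tested at a single concentration somewhere between 10 and 100 µM)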 | 0.15% of 65,000 active | AID 374;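 active = inhibition above about 50%, limit read from the data; inconclusive = inhibition over screen mean plus 3 SD, below that limit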;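 also: 0% = DMSO max control wells and 100% = wells with enzyme stopped by NaOH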
# Cdc25B inh: human M-phase inducer phosphatase 2 inhibition | P30305 | recombinant Cdc25B, OMFP fluorescence Ex485/Em525 | inhibition, %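 (compounds tested at 10 µM final in the well)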 | 0.1% of 65,000 active | AID 368; in the data active = inhibition above about 50%
# Target sequence (P30305 whole entry, looked up): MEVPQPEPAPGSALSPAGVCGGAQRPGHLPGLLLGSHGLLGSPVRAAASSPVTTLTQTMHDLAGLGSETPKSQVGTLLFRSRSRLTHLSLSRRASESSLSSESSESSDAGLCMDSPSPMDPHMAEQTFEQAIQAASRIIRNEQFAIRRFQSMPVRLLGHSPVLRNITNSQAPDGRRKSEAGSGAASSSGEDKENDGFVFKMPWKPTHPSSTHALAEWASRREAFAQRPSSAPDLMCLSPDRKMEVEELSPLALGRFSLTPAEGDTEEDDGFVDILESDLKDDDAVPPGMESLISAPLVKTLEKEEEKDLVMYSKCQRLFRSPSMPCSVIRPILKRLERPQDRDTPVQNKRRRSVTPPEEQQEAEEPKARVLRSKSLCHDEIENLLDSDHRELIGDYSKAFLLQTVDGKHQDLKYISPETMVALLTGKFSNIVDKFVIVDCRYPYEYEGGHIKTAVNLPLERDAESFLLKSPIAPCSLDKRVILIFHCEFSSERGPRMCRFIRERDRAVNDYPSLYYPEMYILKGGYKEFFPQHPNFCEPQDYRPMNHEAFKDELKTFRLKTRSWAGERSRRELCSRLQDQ
# Hsp90 inh: displaces geldanamycin probe from tumor Hsp90; inhibition, % at 30 µM; 0.35% of 64,000 active; NCI-N417 lysate Hsp90, Cy3B-geldanamycin FP displacement;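 active = inhibition above 50%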;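 also: 0% = tracer plus lysate wells and 100% = tracer alone without lysate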
# ROCK2 blocker: inhibitors of human Rho kinase 2; purified ROCK2, Kinase-Glo ATP depletion luminescence; inhibition, % at 6 µM; 0.35% of 60,000 active; AID 604;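 active = inhibition above the screen-wide mean inhibition plus 3 SD, cut at about 18% in these data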;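 also: plate controls were DMSO wells for no effect and Y-27632 control wells after no-enzyme background subtraction for full effect; many of its hits are not listed in these tables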
# The depositor's hits bear a star; ? = inconclusive; . = not tested or not shown. This is a subset (hit frequency here may not be typical).
SMILES,A340 absorber,HER2 expr 66K,JNK3 blocker,Autofluor 339,PKA inh,DUSP1 inh,Cdc25B inh,Hsp90 inh,ROCK2 blocker
COc1ccc(OC)c(C(=O)CSc2nnc(-c3cccs3)n2C)c1,1.1,76,4,1.3,-2,10,-5,-6,-2
OCCN1CCN(Cc2cc(Br)cc(Br)c2O)CC1,1,105,0,1.1,10,7,-8,-5,6
COc1ccc(S(=O)(=O)NC2(C(F)(F)F)N=C3SCCN3C2=O)cc1 (stereo not drawn),0.94,80,2,1.1,-3,6,-11,0,-3
CCCS(=O)(=O)N1CCC(C(=O)NCCN2CCC(Cc3ccccc3)CC2)CC1,0.99,116,1,1.1,12,-1,2,-3,10
O=S(=O)(c1ccc(Br)cc1)N1CCn2c(nc3ccccc32)C1,1.1,61,-9,1.1,-8,-6,2,-1,-1
CS(=O)(=O)N(CC(=O)N1CCN(Cc2ccccc2)CC1)Cc1ccccc1,1,103,3,1.1,-5,8,-11,-1,-3
CSc1nnc(Cc2cc(=O)[nH]c(=O)[nH]2)n1-c1cccc(C)c1,1,75,4,1.1,6,6,2,-1,6
CCOc1ccc(N2C(=O)CC(Sc3ncccn3)C2=O)cc1 (stereo not drawn),0.99,82,3,1,14,-5,-5,-7,8
Oc1c(C(c2cccs2)N2CCN(c3ccc(F)cc3)CC2)sc2ncnn12 (stereo not drawn),1.1,106,2,1.1,6,3,-3,-2,2
Cc1cc2cc(CNS(=O)(=O)c3ccccc3)ccc2n1C,1,100,-4,1.1,-2,-7,-8,27,-6
COc1ccc(S(=O)(=O)N(C)CC(=O)N2CCCCCC2)cc1OC,1,130,5,1,7,5,-1,-1,4
Cc1ccc(Cn2nnc3c(=O)[nH]c(C4CCN(C(=O)c5cccs5)CC4)nc32)cc1,1,81,-7,1.1,2,23,9,0,0
O=C1c2ccccc2C(Nc2ccccc2F)N1c1cccnc1 (stereo not drawn),1,92,-4,1.1,-6,-9,-12,2,-2
COc1cccc(C(=O)NCC(c2cccnc2)N2CCN(c3ccccc3OC)CC2)c1 (stereo not drawn),1.1,69,-3,1,-12,0,-6,1,-2
O=C1CCN2C=Nc3cccc4ccc1c2c34,1.1,54,-13,3.2*,8,11,80*,36,3
COc1ccc(N2CCN(C(=O)C3CCCN(S(=O)(=O)c4cccc5cccnc45)C3)CC2)cc1 (stereo not drawn),1,82,-3,1.1,4,1,-9,0,-3
CSCCC(NC(=O)COc1ccccc1)C(=O)N1CCN(c2ccccc2F)CC1 (stereo not drawn),0.98,97,3,1.1,10,10,-18,-3,2
COC(=O)CC(=O)CSc1nc(C)cc(C)c1C#N,1.1,66,-4,3.8*,6,-7,-9,-3,-1
Cc1cn(C2OC(COC(=O)c3ccccc3)C(O)C2O)c(=O)[nH]c1=O (stereo not drawn),1,88,-3,1.1,1,-3,-6,0,1
O=C(O)CSc1ncn[nH]1,1,176,-2,1.1,15,-10,3,0,5
O=C(NC1CC1)C1C2C3C4CC5C3C5C4C12 (stereo not drawn),1,91,1,1.1,-10,-2,2,3,-6
Cc1ccccc1Cn1c(CN2CCc3ccccc3C2)nc2c1c(=O)n(C)c(=O)n2C,1,124,-3,1.2,3,32,2,-11,5
CCOc1nc(-c2ccc(OC)cc2)ccc1-c1noc(-c2cccnc2)n1,1,99,.,1.9,6,18,-3,-2,.
CCOc1ccc(-n2c(=O)c3sccc3n(CC(=O)NCc3ccco3)c2=O)cc1,1,89,3,1.1,12,1,-23,-1,7
COc1ccc(Cn2c3nc4ccccc4nc3c3c(=O)n(Cc4ccco4)cnc32)cc1,1.1,95,-2,1.8,3,29,9,3,0
O=C(NCc1cccnc1)c1cccc(NC(=O)c2ccco2)c1,1,122,7,1.1,9,2,-12,-3,8
CC1(C)CC(=O)c2sc(NS(=O)(=O)Cc3ccccc3)nc2C1,1.3,86,-5,1.1,5,-3,-12,-5,-1
CCN(CC)CCN1C(=O)C(=O)/C(=C(/O)c2ccc(OC(C)C)cc2)C1c1ccncc1 (stereo not drawn),1,107,1,1,3,-3,-3,-4,2
CCOC(=O)C1CCN(C(=O)Nc2ccc3nc(-c4ccco4)c(-c4ccco4)nc3c2)CC1,1.1,76,.,1.7,9,.,.,.,.
Cc1cc(C)cc(NC(=O)c2nnn(Cc3cc(C)ccc3C)c2N)c1,1,111,3,1.1,-6,1,6,-5,-5
COc1ccc(CCNc2ncnc3c2oc2ccccc23)cc1OC,1,57,2,1.1,1,-7,7,-4,5
CC(=O)N1CCN(Cc2nc3cc(NC(=O)C4CCCCC4)ccc3n2C)CC1,1,66,-5,1.1,2,-3,-7,-2,0
CC1=C(C#N)C(Nc2cccc(C)n2)(C(F)(F)F)C(=O)N1 (stereo not drawn),0.99,160,-3,1,13,4,2,-4,6
Nc1nc(NCc2c(F)cccc2Cl)nn1-c1ccccc1,1.1,96,-5,1.1,12,5,-7,-1,11
CC(C)(C)NC(=O)C1CCN(S(=O)(=O)c2ccc(Br)cc2)CC1,1.1,151,-1,1.1,0,-8,-3,0,6
Cc1c(-c2nc(N)nc(Nc3ccccc3)n2)oc2ccccc12,1,264,18*,1.2,2,7,-7,0,-8
O=c1oc2cc(Br)ccc2n1CSC1=NCCS1,1,14,-2,1.1,12,-15,6,-2,5
CCOC(=O)CON1C(=O)C(C)(C)N(OCC(=O)OCC)C(=O)C1(C)C,1.1,75,2,1.1,-3,3,-4,-1,-4
C=CCNc1nc2c(c(=O)n(C)c(=O)n2C)n1CCCCCC,0.99,76,-1,1.1,-3,7,7,-2,-5
CCn1cc(C(=O)NCC2CCCO2)c(=O)c2cc(S(=O)(=O)N3CCC(C)CC3)ccc21 (stereo not drawn),1,131,4,1,12,35,-5,-1,8
COC(=O)c1cn(C(=O)c2ccco2)c2ccccc12,0.98,92,0,1.1,9,-3,-8,-2,4
COc1ccc(Cl)cc1S(=O)(=O)N1CCN(C(=O)c2cc(OC)c(OC)c(OC)c2)CC1,0.97,101,0,1.1,-1,20,5,-1,-2
CSCC[C@H](NC(=O)C1CCN(S(=O)(=O)c2ccc(C)cc2)CC1)C(=O)NCC1CCCO1 (stereo partly drawn),0.98,65,0,1.1,1,-12,7,2,6
O=C(CSc1nnnn1-c1ccccc1)Nc1ccc(Cl)cc1,1,115,4,1,-2,-1,1,0,3
CCOC(=O)N1CCN(S(=O)(=O)c2c(C)cc(C)cc2C)CC1,1,98,-2,1.1,9,-3,-9,-3,-6
O=C(CN(Cc1ccc(F)cc1)S(=O)(=O)c1ccccc1)N1CCCCC1,1,87,1,1.1,-6,8,-3,-4,-6
Cc1ccc(CNC(=O)c2ccccc2NC(=O)CSc2nnnn2C)cc1,1,99,-4,1,-6,-1,-7,-3,-2
O=C(NCCc1ccccc1)C1CCCN(S(=O)(=O)c2cccc3nsnc23)C1 (stereo not drawn),1,81,-2,1,-3,-1,-3,-3,0
COc1ccc(OC)c(C2C(C(C)=O)=C(O)C(=O)N2CCN2CCOCC2)c1 (stereo not drawn),1.1,98,-3,1.1,9,5,-13,-1,7
CCc1nnc(NC(=O)CCC(=O)Nc2ccccc2)s1,0.98,128,1,1.1,6,-8,1,1,-1
COc1cc2nc(=S)n3[nH]c(CCn4c(C)nc5ccccc54)nc3c2cc1OC,1.1,152,-5,1,-1,0,-5,-1,0
O=C(NCc1ccc2c(c1)OCO2)c1cc2n(n1)C(C(F)(F)F)CC(c1ccc3c(c1)OCO3)N2 (stereo not drawn),0.96,92,1,1,9,13,-3,2,8
Cc1ccc(C(=O)CC(C(=O)O)n2cccn2)cc1 (stereo not drawn),1,90,-6,1.1,-8,22,12,-4,-6
CCc1ccc(C(=O)CC2(O)C(=O)N(CN3CCOCC3)c3ccccc32)cc1 (stereo not drawn),1,78,1,1.1,4,3,22,-6,2
CN1CCN(c2ccc(Cl)cc2NC(=O)c2cccc(S(=O)(=O)N(C)C)c2)CC1,0.99,98,4,1,8,?,-17,3,3
O=C(O)C1CCN(C(=O)COc2ccc3c4c(c(=O)oc3c2)CCC4)CC1,1.1,161,-1,3.2*,5,13,-10,-4,8
CN(C)CC(O)COc1ccc(C(C)(C)c2ccc(OCC(O)CN(C)C)cc2)cc1 (stereo not drawn),0.99,112,0,1,2,-2,7,1,0
CCOC(=O)CSc1nc2ccccc2c(=O)n1Cc1ccco1,0.99,93,14,0.92,-1,-7,-6,-1,4
Cc1ccc(CNC(=O)c2sccc2-n2cccc2)cc1,0.98,50,7,1,4,13,-5,-2,4
CCOc1ccccc1N1CCN(C(=O)c2cc[n+]([O-])cc2)CC1,1,77,-1,1.1,2,-1,1,-3,4

# Filtered by structure: the entries above containing two or more sulfur atoms.
SMILES,A340 absorber,HER2 expr 66K,JNK3 blocker,Autofluor 339,PKA inh,DUSP1 inh,Cdc25B inh,Hsp90 inh,ROCK2 blocker
COc1ccc(OC)c(C(=O)CSc2nnc(-c3cccs3)n2C)c1,1.1,76,4,1.3,-2,10,-5,-6,-2
COc1ccc(S(=O)(=O)NC2(C(F)(F)F)N=C3SCCN3C2=O)cc1 (stereo not drawn),0.94,80,2,1.1,-3,6,-11,0,-3
Oc1c(C(c2cccs2)N2CCN(c3ccc(F)cc3)CC2)sc2ncnn12 (stereo not drawn),1.1,106,2,1.1,6,3,-3,-2,2
CC1(C)CC(=O)c2sc(NS(=O)(=O)Cc3ccccc3)nc2C1,1.3,86,-5,1.1,5,-3,-12,-5,-1
O=c1oc2cc(Br)ccc2n1CSC1=NCCS1,1,14,-2,1.1,12,-15,6,-2,5
CSCC[C@H](NC(=O)C1CCN(S(=O)(=O)c2ccc(C)cc2)CC1)C(=O)NCC1CCCO1 (stereo partly drawn),0.98,65,0,1.1,1,-12,7,2,6
O=C(NCCc1ccccc1)C1CCCN(S(=O)(=O)c2cccc3nsnc23)C1 (stereo not drawn),1,81,-2,1,-3,-1,-3,-3,0

# The listing continues.
SMILES,A340 absorber,HER2 expr 66K,JNK3 blocker,Autofluor 339,PKA inh,DUSP1 inh,Cdc25B inh,Hsp90 inh,ROCK2 blocker
CC(=O)c1ccc(N2CCN(c3ccc(C(F)(F)F)cn3)CC2)cc1,1.1,117,3,1.2,14,11,-18,-5,5
CCCCOc1ccc(N(CC(=O)NC2CCCC2)C(=O)CCC(=O)Nc2ccccn2)cc1,0.97,100,3,1,4,4,-17,-1,1
CSc1nnc(-c2cnccn2)n1CCCN1CCCC1=O,1,76,-3,1.1,10,13,-10,1,2
O=C(NCCc1ccccc1)c1ccc(-n2cnnn2)cc1,0.99,95,8,1.2,10,3,-13,3,6
O=C(CN1CC(=O)Oc2ccccc21)OCC(=O)c1ccccc1,0.97,79,-2,1,1,27,0,3,3
CC(C)CC(NC=C1C(=O)OC(C)(C)OC1=O)C(=O)O (stereo not drawn),0.96,93,-1,1,6,6,-1,-1,4
COc1ccc(S(=O)(=O)NCCC(=O)NCc2ccc(F)cc2)cc1,1,124,-1,1.1,6,9,-9,-2,3
CC1Cc2ccccc2N1C(=O)C1CCCN(S(=O)(=O)c2cccc3nsnc23)C1 (stereo not drawn),1,87,-5,1.1,-5,7,17,-4,-2
O=C(c1ccc(-c2cccc(C(F)(F)F)c2)o1)N1CCOCC1,1,120,-3,1,2,-4,-4,0,6
CCNc1sc(C(=O)c2cccs2)c(N)c1C#N,1.1,96,1,1.1,6,-11,9,-3,2
CCOC(=O)Cn1c(=O)oc2cc(S(=O)(=O)N(C)Cc3ccco3)ccc21,1,108,-5,1.1,1,1,-10,1,2
O=C(NCc1cccs1)c1cc(-c2cccs2)on1,0.97,82,3,1.1,8,8,-7,-2,9
COC(=O)c1ccc(CSc2nnc(CNC(=O)COc3ccc(Cl)cc3)o2)o1,1,109,.,1.1,1,-18,1,-2,.
Cc1noc(C)c1COc1ccc(C(=O)OCC(=O)NC(=O)C2COc3ccccc3O2)cc1 (stereo not drawn),1,104,0,1.1,8,-7,-2,2,6
CN=C1SC(C(=O)O)CC(=O)N1C (stereo not drawn),1,103,2,1.1,3,5,-6,4,5
Cc1ccc(-c2nc(CSCC(=O)N3CCOCC3)c(C)o2)cc1,1,111,5,1.1,9,21,-17,-1,3
O=C(c1ccncc1)c1ccc(Br)cc1,1.1,101,4,1.1,6,2,-5,-2,6
